Assay outcomes as filed in PubChem BioAssay.
Vif inh = HIV Vif inhibition | inhibition, % at 7.49 µM | HEK293T cells, Vif self-association by quenched fluorescence, imaging, 24 h | 340,000 tested, 0.35% active; in the data active means inhibition above about 50%, passing the limit was not always enough; inconclusive means no clear call, values can overlap the other calls; inactive means below about 31%; further: some results filed as inactive read as strong as hits
MITF TRPM1 inh = reduces MITF-dependent TRPM1 promoter luciferase signal | SK-MEL-5 TRPM1 promoter luciferase, 24 h | inhibition, % at 12.5 µM | 330,000 tested, 0.83% active | AID 488899;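 active means mean inhibition across replicates of 60% or more, whatever share of single replicates reaches that level; inconclusive means some that reach 60%, reason not given; inactive means mean inhibition across replicates below 60%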; further: values of inactives mirror those of a sister screen read the other way
CaV13 FRET inh = Primary screen for inhibitors of IQ motif and Ca2+-dependent inactivation inhibitor domain binding in CACNA1D, Förster resonance energy transfer in living cells, …; HEK cells, CFP/YFP FRET ICDI-IQ, plate reader, 10 min; percent FRET-ratio fall versus neutral wells; inhibition, % at 12.3 µM; 340,000 tested, 0.098% active; AID 743397;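 active means mean replicate inhibition of at least 30% and at least 1% of replicates passing that level; inconclusive means only one of the two criteria is met; inactive means neither criterion is met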;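 further: 0% = median of the neutral control wells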
PDI turbidity = PDI (human) enzyme inhibition; P07237; PDI insulin aggregation turbidity, A650, 90 min; inhibition, % at 10 µM; 350,000 tested, 0.052% active;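 active means mean inhibition across replicates of 30% or more, whatever share of single replicates reach that level; inconclusive means mean inhibition below 30% while every single replicate reaches 30%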;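 further: absorbance from insulin aggregation driven by PDI reduction with DTT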
Target sequence (P07237 whole entry, looked up): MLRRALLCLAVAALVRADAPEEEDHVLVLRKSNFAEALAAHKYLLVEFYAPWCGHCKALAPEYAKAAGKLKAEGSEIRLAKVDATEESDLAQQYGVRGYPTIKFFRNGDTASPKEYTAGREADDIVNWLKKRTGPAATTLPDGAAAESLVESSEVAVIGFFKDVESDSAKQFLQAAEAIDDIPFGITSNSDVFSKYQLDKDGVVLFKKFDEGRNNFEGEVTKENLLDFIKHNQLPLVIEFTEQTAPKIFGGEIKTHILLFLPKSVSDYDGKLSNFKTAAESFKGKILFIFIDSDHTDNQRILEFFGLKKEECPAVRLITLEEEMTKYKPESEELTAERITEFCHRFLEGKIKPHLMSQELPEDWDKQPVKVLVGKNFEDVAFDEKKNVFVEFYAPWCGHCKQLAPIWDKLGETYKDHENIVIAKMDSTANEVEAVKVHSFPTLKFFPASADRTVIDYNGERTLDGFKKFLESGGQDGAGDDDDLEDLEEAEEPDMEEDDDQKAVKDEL
Exocytosis inh = lytic granule exocytosis inhibition. TALL-104 LAMP-1 surface exposure, flow cytometry; cells stimulated with thapsigargin and PMA. inhibition, % at 10 µM. 360,000 tested, 0.66% active;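 active means inhibition above about 55%, limit read from the data; inconclusive means no clear call, values can overlap the other calls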
NR2E3 ag-1 = NR2E3 (human) agonism; inhibition of corepressor binding, % at 4.78 µM; 320,000 tested, 0.12% active; AID 2300; Q9Y5X4; GST-NR2E3/biotin-RetCOR TR-FRET, 1536-well;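 active means percent inhibition above the cutoff of mean plus 3 SD of all tested compounds, set per screening campaign, cut at about 20% in these data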;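 further: 0% = DMSO wells and 100% = biotin wells as full block of FRET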
Target sequence (Q9Y5X4 whole entry, looked up): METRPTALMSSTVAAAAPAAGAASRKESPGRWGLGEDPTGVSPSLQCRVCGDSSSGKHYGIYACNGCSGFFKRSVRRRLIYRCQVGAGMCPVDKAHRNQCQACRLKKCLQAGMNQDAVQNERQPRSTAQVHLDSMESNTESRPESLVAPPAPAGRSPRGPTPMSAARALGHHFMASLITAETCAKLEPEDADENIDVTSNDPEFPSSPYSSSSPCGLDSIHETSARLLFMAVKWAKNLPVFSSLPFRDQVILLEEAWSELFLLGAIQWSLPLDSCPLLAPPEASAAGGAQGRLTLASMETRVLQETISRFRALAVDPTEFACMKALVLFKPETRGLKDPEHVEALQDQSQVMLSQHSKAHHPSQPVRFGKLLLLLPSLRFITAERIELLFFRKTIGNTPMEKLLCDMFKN
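Assay system: NR2E3–RetCOR corepressor complex. Quantity: 1.35 nM GST-NR2E3. Buffer or medium: pH 7.5 Tris-based buffer. Reagent: biotinylated RetCOR corepressor at 7 nM final. Schedule: 5 h at 4 °C. Detection: TR-FRET, emission read at 617 and 671 nm. Replicates: one well per compound, singlicate testing.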
NR2E3 ag-2 = activates human NR2E3 receptor; Q9Y5X4; 360,000 tested, 0.35% active; inhibition of corepressor binding, % at 3.98 µM; AID 602229; CHO-S Gal4-NCOR/VP16-NR2E3 two-hybrid, luciferase;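 active means inhibition above the mean of all tested compounds plus 3 SD, cut at about 70% in these data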;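 further: 0% = DMSO with NR2E3 transfected cells and 100% = cells lacking NR2E3 construct; higher means lower luciferase signal from less NR2E3 corepressor binding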
hiPSC survival = hiPSC single-cell survival enhancement | ATPlite luminescence; 100% = ROCK inhibitor wells, 0% = DMSO | survival enhancement, % at 20 µM | 360,000 tested, 0.044% active; in the data active means survival enhancement above about 18%;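 further: cells exposed to compounds for 16 hours before the ATP read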
Peg3 prom inh = reduces Peg3 promoter-driven luciferase expression in HeLa; inhibition, % at 20 µM; 360,000 tested, 1.7% active; HeLa PEG-Prom luciferase reporter, luminescence, overnight; AID 588405;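 active means inhibition of at least 50% at 20 µM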
aDG glyco act = increases alpha dystroglycan glycosylation. Pro5-aDG cells, alpha-DG glycosylation AlphaScreen (IIH6); 0% Pro5, 100% B10-LARGE cell signal. activation, % at 10 µM. 360,000 tested, 0.22% active. AID 624168;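 active means activation of at least 8% versus controls, or a plate z-score of at least 8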;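 further: Pro5 are CHO cells carrying HIG-tagged alpha-DG that lacks glycosylation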
HIF-2a inh = HIF-2a inhibition; 786-0 RCC cells HIF-2a reporter, luciferase luminescence, overnight; inhibition, % at 18.8 µM; 360,000 tested, 0.72% active; AID 624352;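 active means inhibition of the luminescence signal of 40% or more relative to plate controls, in a single-dose primary screen at 18.75 µM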
* hit, by the source's call; u = inconclusive; x = not tested or not shown. Compounds as they come. Share with any hit: about 3.5%.

SMILES	Vif inh	MITF TRPM1 inh	CaV13 FRET inh	PDI turbidity	Exocytosis inh	NR2E3 ag-1	NR2E3 ag-2	hiPSC survival	Peg3 prom inh	aDG glyco act	HIF-2a inh
CCNC(=O)C1CCCN(C(=O)c2ccc(C(=O)OC)cc2)CC1 (configuration not stated)	-8.2	x	-4.5	-1.5	-9.8	x	-13.3	6.3	5.3	-0.2	4.6
CSc1nccc(-c2c(-c3ccc(Cl)cc3)noc2C)n1	9.3	0.5	-5.4	2.5	-3.6	-3.1	4.0	1.6	-1.6	0.0	15.7
O=C(Nc1ccc(Cl)cc1)c1ccc(OC2CSC2)cc1	-3.3	-49.9	9.4	3.4	0.5	0.9	-31.1	0.2	-102.7	-0.1	-64.7
CN(C)c1ccc(NC(=S)c2ccccn2)cc1	8.3	78.6*	-1.9	0.6	-1.5	-3.4	-52.1	-5.4	90.4*	0.0	54.3*
O=C(CSc1nnc(-c2ccccn2)o1)Nc1ccccc1C(F)(F)F	5.9	-46.3	-7.5	-5.2	-11.8	3.0	-68.4	-0.5	-142.4	0.1	-130.2
Cc1ccc(C2CC(c3ccc(Br)cc3)=NN2C(=O)CSC2=NN3CCCC(=O)N=C3S2)cc1 (configuration not stated)	-3.3	12.5	-5.3	-8.2	-0.1	5.5	12.4	0.4	8.4	0.2	-6.5
COc1cccc(N2CCN(C(=O)c3ccc(-c4ccccc4)cc3)CC2)c1	-3.7	-4.6	-11.3	-18.7	2.9	1.6	-20.5	-0.1	4.0	-0.3	-23.4
CCOC(=O)N(C)c1c(CC)nc2c(OCc3ccccc3)cccn12	14.1	x	-5.7	-2.2	-2.7	x	8.4	0.7	30.5	0.0	9.7
COCCCn1c(SCc2nnc(-c3ccc(OC)c(OC)c3)o2)nc2ccccc2c1=O	-3.0	-3.7	-8.3	-2.4	-7.4	2.1	-4.6	-0.2	29.2	0.4	-25.6
CNC(=O)NC(=O)C(C)Oc1ccccc1F (configuration not stated)	-4.0	1.9	-19.7	-4.8	-2.4	1.3	-8.6	-0.7	4.1	-0.2	11.5
CCO[C@H]1OC(C(=O)NCc2ccccc2)=C[C@@H](C(C)(C)C)[C@@H]1CCCO	-2.9	-7.2	-5.3	11.9	-21.6	0.4	1.8	-0.5	6.8	-0.2	15.7
C[C@H](CO)N1C[C@H](C)[C@@H](CN(C)C(=O)c2ccc(F)cc2)Oc2cc(Br)ccc2S1(=O)=O	x	x	-8.4	-5.7	-8.7	x	-18.3	1.7	21.2	0.0	6.6
CCC(Sc1nc2ccccc2[nH]1)C(=O)Nc1ccc(NC(C)=O)cc1 (configuration not stated)	-2.5	-3.0	0.0	1.5	-0.5	3.4	-14.6	-1.7	13.7	-0.1	14.2
O=c1[nH][nH]c(-c2ccccc2O)c1C(C[N+](=O)[O-])c1cccc(Cl)c1 (configuration not stated)	1.3	0.6	-5.9	-3.5	-5.2	-1.6	5.9	3.8	1.2	0.3	16.6
Cc1oc(S(=O)(=O)N2CCCCC2)cc1NC(=O)Nc1ccc(F)cc1	-10.0	3.3	-1.2	3.3	1.4	1.9	-23.6	-0.6	28.2	-0.1	14.0
S=c1nc[nH]c2c1ncn2-c1ccccc1	u	-0.5	-4.5	1.6	3.5	x	-21.1	-3.2	-2.9	-0.1	-15.4
Cc1ccc(/C=c2\sc3n(c2=O)CN(c2cccc(Br)c2)CN=3)o1	5.9	2.2	-4.1	0.8	0.6	-4.6	-21.9	-0.5	-12.3	-0.1	7.5
Cc1cc(C)c(C)c(S(=O)(=O)NCC(=O)NCC2CCCCC2)c1C	9.0	11.2	-5.6	-15.3	18.4	1.4	-13.5	0.1	21.1	0.1	10.9
O=C(COc1ccc(S(=O)(=O)N2CCOCC2)cc1Cl)NCc1ccc2c(c1)OCO2	-1.0	x	-4.6	-5.2	-1.0	x	-35.0	6.7	9.2	-0.4	14.3
CCOC(=O)C1=C(CBr)NC(=O)NC1C (configuration not stated)	1.2	-4.5	-6.2	3.9	-3.4	0.4	-18.8	-0.1	21.1	0.1	9.9
O=C(COc1ccccc1)NCC(=O)NC1CCCCC1	1.6	9.9	-2.5	3.9	-1.2	3.2	-20.8	-0.2	13.4	0.1	19.3
O=C(c1ccccc1NS(=O)(=O)c1ccc(F)cc1F)N1CCCCC1	-37.6	4.3	-6.2	-9.9	12.5	x	-11.4	-0.6	17.9	-0.2	9.6
Cc1[nH]c(=O)[nH]c(=O)c1Sc1ccccc1[N+](=O)[O-]	-1.6	11.2	-3.6	2.7	10.8	1.5	3.5	0.0	4.0	-0.2	17.2
CC1(C(=O)NCC2CCCCC2)CCN1C(=O)Cc1ccc(-c2ccccc2)cc1 (configuration not stated)	-31.6	x	-6.3	6.5	5.8	x	11.0	1.3	29.4	1.8	9.4
O=S(=O)(NCC1(N2CCOCC2)CCCCC1)c1ccccc1Cl	-1.0	6.8	-6.0	-7.9	5.8	3.1	6.7	0.3	8.5	0.0	-2.7
CCOC(=O)C(=CNc1cc(C)nn1-c1ccc(Cl)cc1)C(=O)OCC	x	39.0	-4.8	0.6	1.2	2.4	-37.5	0.1	24.4	1.1	16.2
O=C(NCCc1ccccc1)C1CCN(S(=O)(=O)c2cccc3nonc23)CC1	0.0	4.2	-2.5	-14.6	2.9	-1.2	-9.7	-0.7	18.8	0.0	6.4
CCOC(=O)c1cc(-c2cccnc2)nn1-c1ccccc1C	-0.3	4.4	-3.2	-0.8	1.9	-2.5	19.1	0.8	9.1	-0.1	14.2
O=c1[nH]c2ccc(Br)cc2c(-c2ccccc2)c1CN1CCOCC1	-5.1	-12.7	-5.7	9.1	-2.2	-0.1	-18.4	-0.7	4.3	0.1	8.9
CN(C)c1ccc(/C=C/c2nc3ccccc3c(=O)n2-c2ccc(C(=O)O)cc2)cc1	17.5	5.2	-7.1	1.8	6.2	-0.5	-29.2	1.8	0.7	0.1	18.3
O=C(CCNC(=O)c1ccco1)Nc1ccc(OC(F)(F)F)cc1	110.5*	-9.1	-4.1	8.1	10.8	-1.5	-14.8	0.4	-6.9	-0.1	-21.8
Cc1ccc(NC2CCCCC2NS(=O)(=O)c2ccccc2)c(C)c1 (configuration not stated)	-5.7	9.1	-13.2	12.2	3.1	5.5	0.9	0.4	15.4	-0.2	10.7
COc1ccc(/C=N/NC(=S)N[C@H]2CC3CCC2C3)cc1 (some centres not stated)	-2.1	-7.4	-7.5	-2.2	-4.9	7.3	9.0	-0.5	-43.0	0.4	-157.7
Cc1nc(C)c(Oc2cccc(C(F)(F)F)c2)c(=O)[nH]1	10.3	-5.1	-2.2	24.0	-5.3	0.5	-17.3	-0.9	4.5	0.3	20.4
CC(/C=C/c1ccco1)=N\NC(=O)c1cc(Cl)ccc1O	4.9	8.9	-2.7	-0.4	-2.3	3.0	-19.9	-1.8	-28.4	-0.1	-13.6
COc1ccccc1N1CCN(/N=C/c2ccc(Cl)c([N+](=O)[O-])c2)CC1	4.7	-31.1	-15.6	2.1	22.2	-3.3	-16.4	-0.7	-153.9	-0.3	-213.6
N#CC1=C(N)NC(=S)C(C(N)=O)C1c1ccccc1F (configuration not stated)	31.3	-8.4	-17.2	14.9	-8.4	-2.4	11.0	0.2	-1.5	0.0	9.6
COCCN(C(=O)CSc1nnc(-c2cccc(F)c2)n1N)c1c(N)n(Cc2ccccc2)c(=O)[nH]c1=O	3.4	2.0	-5.5	-3.2	-9.0	3.2	1.1	-0.2	17.2	-0.1	9.7
COc1cc(NS(=O)(=O)c2ccc(NC(=S)NC(=O)C3CCCC3)cc2)nc(OC)n1	0.2	13.1	-3.2	-2.7	-0.5	3.1	-26.8	1.3	5.1	-0.2	-10.0
COc1ccc(C(NC(=O)C2CCN(CCOc3ccc(Cl)cc3)CC2)c2cccs2)cc1 (configuration not stated)	-10.2	x	-4.4	-5.1	19.3	x	22.6	10.5	18.0	0.4	-1.9
OCCNCCCCSc1ccc(Cl)cc1	4.4	1.3	-37.4	-1.4	1.8	-1.1	17.6	1.3	0.3	0.6	0.4
CCC(=O)Nc1ccc(C(=O)n2ccc(C)n2)cc1	-1.0	1.6	x	1.7	0.9	1.5	-11.1	3.3	-0.9	-0.1	18.0
COCCCn1c(SCC(=O)OC2CCCCC2)nnc1-c1ccco1	-0.4	-16.1	-7.1	-3.1	-2.1	-0.8	-2.6	-0.6	-28.4	0.4	-18.0
CC(C)(C)c1ccc(C(=O)N/C(=C\c2cccs2)C(=O)N2CCOCC2)cc1	-9.1	-1.1	-3.6	10.3	-17.5	-1.5	9.2	-0.1	7.8	0.0	-3.5
CCC(CC)C(=O)NCc1ccc(OC)cc1	3.3	6.8	1.8	11.6	-4.3	0.7	0.0	0.2	-1.1	-0.5	18.7
C=CCC1(NCc2ccco2)CCN(CC)CC1	5.0	-6.9	-3.1	3.0	-2.0	1.5	14.9	3.1	8.6	0.2	17.8
COc1cc(-c2cc(C(=O)Nc3ccc(S(=O)(=O)NCc4ccco4)cc3)c3ccccc3n2)cc(OC)c1OC	-13.8	9.7	-16.6	-8.1	0.8	2.9	16.1	2.6	58.5*	-0.5	10.8
C=CCSc1nnc(NC(=O)c2cn(CC)c3nc(C)ccc3c2=O)s1	11.9	-6.2	-4.3	-5.9	-0.6	3.6	-1.7	-0.2	-6.6	-0.1	-1.6

Quoted at random: two entries already listed, in no set order.
SMILES	Vif inh	MITF TRPM1 inh	CaV13 FRET inh	PDI turbidity	Exocytosis inh	NR2E3 ag-1	NR2E3 ag-2	hiPSC survival	Peg3 prom inh	aDG glyco act	HIF-2a inh
COCCCn1c(SCC(=O)OC2CCCCC2)nnc1-c1ccco1	-0.4	-16.1	-7.1	-3.1	-2.1	-0.8	-2.6	-0.6	-28.4	0.4	-18.0
CC(C)(C)c1ccc(C(=O)N/C(=C\c2cccs2)C(=O)N2CCOCC2)cc1	-9.1	-1.1	-3.6	10.3	-17.5	-1.5	9.2	-0.1	7.8	0.0	-3.5

An excerpt of these results, bar-delimited.
SMILES | Vif inh | MITF TRPM1 inh | CaV13 FRET inh | PDI turbidity | Exocytosis inh | NR2E3 ag-1 | NR2E3 ag-2 | hiPSC survival | Peg3 prom inh | aDG glyco act | HIF-2a inh
CCC(CC)C(=O)NCc1ccc(OC)cc1 | 3.3 | 6.8 | 1.8 | 11.6 | -4.3 | 0.7 | 0.0 | 0.2 | -1.1 | -0.5 | 18.7
C=CCC1(NCc2ccco2)CCN(CC)CC1 | 5.0 | -6.9 | -3.1 | 3.0 | -2.0 | 1.5 | 14.9 | 3.1 | 8.6 | 0.2 | 17.8
COc1cc(-c2cc(C(=O)Nc3ccc(S(=O)(=O)NCc4ccco4)cc3)c3ccccc3n2)cc(OC)c1OC | -13.8 | 9.7 | -16.6 | -8.1 | 0.8 | 2.9 | 16.1 | 2.6 | 58.5* | -0.5 | 10.8
C=CCSc1nnc(NC(=O)c2cn(CC)c3nc(C)ccc3c2=O)s1 | 11.9 | -6.2 | -4.3 | -5.9 | -0.6 | 3.6 | -1.7 | -0.2 | -6.6 | -0.1 | -1.6
